hIAP activ: human IAP activators, primary screen, biochemical, luminescence, uHTS. purified human IAP, CDP-Star luminescence, 30 min; hits give high values; 1 = vehicle-only enzyme, 0 = enzyme-free background. 0.16% of 330,000 active. Intestinal-type alkaline phosphatase (Homo sapiens), P09923. activation factor at 10 µM;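 active means activation factor of the enzyme at least 2-fold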; further: the source names both 10 and 20 µM as test concentration; values of inactives mirror those of a sister screen read the other way
Target sequence (P09923 whole entry, looked up): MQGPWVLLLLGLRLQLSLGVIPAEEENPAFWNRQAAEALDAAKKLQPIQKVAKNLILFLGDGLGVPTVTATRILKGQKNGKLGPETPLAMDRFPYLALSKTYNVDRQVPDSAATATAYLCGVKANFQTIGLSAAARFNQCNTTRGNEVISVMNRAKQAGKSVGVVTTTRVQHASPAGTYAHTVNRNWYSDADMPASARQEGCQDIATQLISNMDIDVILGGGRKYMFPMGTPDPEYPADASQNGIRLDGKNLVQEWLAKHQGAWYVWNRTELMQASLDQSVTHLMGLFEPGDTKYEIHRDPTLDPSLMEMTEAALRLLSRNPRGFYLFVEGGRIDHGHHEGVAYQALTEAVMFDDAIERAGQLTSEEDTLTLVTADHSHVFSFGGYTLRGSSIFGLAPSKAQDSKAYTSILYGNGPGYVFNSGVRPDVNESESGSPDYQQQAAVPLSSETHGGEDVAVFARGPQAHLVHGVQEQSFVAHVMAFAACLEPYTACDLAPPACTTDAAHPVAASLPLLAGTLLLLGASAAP
NR3A LBD binder: binders of NR3A ligand-binding domain, primary screen, biophysical, differential scanning fluorimetry, uHTS | Glutamate receptor ionotropic, NMDA 3A (GRIN3A) ligand-binding domain | NR3A LBD differential scanning fluorimetry, Tm shift; 0% = protein alone, 100% = glycine-bound protein | Tm shift relative to glycine control, % at 25 µM | 2.5% of 340,000 active | AID 1259313, 2017;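 active means melting temperature shift of at least 10% of the positive control shift, at one fixed dose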
PfG6PD inh: PfG6PD enzyme inhibitors, primary screen, biochemical, fluorescence intensity, uHTS | PfGluPho enzyme, NADPH resazurin-diaphorase fluorescence | inhibition, % at 20 µM | 0.78% of 350,000 active;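 active means inhibition reaching at least a set limit at 20 µM in the primary screen, cut at about 59% in these data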;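 further: 0% = DMSO wells with substrate and 100% = DMSO wells lacking glucose-6-phosphate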
SENP1 inh: human SENP1 catalytic domain inhibitors, primary screen, biochemical, FRET, uHTS; Sentrin-specific protease 1 (Homo sapiens), Q9P0U3; 0.21% of 360,000 active; recombinant SENP1 catalytic domain, CyPet-SUMO1-YPet FRET cleavage; inhibition, % at 10 µM;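 active means inhibition at least 30% at 10 µM, raw YFP signal under a set limit, fluorescence ratio 0.5 to 1.5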;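 further: 0% = enzyme with DMSO and 100% = no enzyme wells; some results filed as inactive read as strong as hits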
Target sequence (Q9P0U3 419-644 limits assumed): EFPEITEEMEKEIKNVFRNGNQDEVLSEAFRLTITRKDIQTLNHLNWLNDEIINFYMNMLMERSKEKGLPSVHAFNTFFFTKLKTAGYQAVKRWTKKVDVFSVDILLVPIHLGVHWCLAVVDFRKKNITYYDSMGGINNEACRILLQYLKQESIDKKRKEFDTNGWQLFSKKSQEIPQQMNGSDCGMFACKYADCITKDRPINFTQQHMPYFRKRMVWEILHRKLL
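Test system: human SENP1 catalytic domain; medium: Tris pH 8 buffer plus EDTA, NaCl, BME, BSA, NP40, catalase; incubation: 50 min reaction at room temperature; technique: FRET, CFP and YFP emission; controls: no-enzyme low control and enzyme-plus-DMSO high control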
SENP6 inh: SENP6 protease inhibitors, primary screen, biochemical, luminescence, uHTS; Sentrin-specific protease 6 (Homo sapiens), Q9GZR1; Recombinant SENP6 catalytic domain, aminoluciferin luminescence; inhibition, % at 10 µM; 1.8% of 330,000 active;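 active means inhibition above about 50% at the single tested dose, limit read from the data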;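 further: plate controls were DMSO wells with enzyme for no effect and DMSO wells lacking enzyme for full effect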
MPTP inh: mitochondrial permeability transition pore inhibitors, primary screen, biochemical, isolated mouse mitochondria, absorbance; 1.4% of 360,000 active; AID 602449, 2012; inhibition, % at 10 µM; Ca2+ swelling absorbance, 30 min;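 active means inhibition of 50% or more, scaled per plate between neutral and stimulator controls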;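 further: 0% = DMSO wells given calcium and 100% = 1 mM EGTA wells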
ATG4B inh: ATG4B protease inhibitors, primary screen, biochemical, fluorescence, uHTS; inhibition, % at 8.33 µM; ATG4B cleavage of LC3-PLA2, NBD-HPC fluorescence, 1 h; Cysteine protease ATG4B (Homo sapiens), Q9Y4P1; AID 504462, 2011; 0.51% of 340,000 active; in the data active means inhibition above about 40%
SENP8 block: human SENP8 protease inhibitors, primary screen, biochemical, fluorescence, Nedd8 protein substrate, uHTS; Sentrin-specific protease 8 (Homo sapiens), Q96LD8; recombinant SENP8; inhibition, % at 20 µM; 0.64% of 360,000 active; in the data active means inhibition mostly above about 40%, no sharp cut-off; inactive means mostly below about 27%
Target sequence (Q96LD8 whole entry, looked up): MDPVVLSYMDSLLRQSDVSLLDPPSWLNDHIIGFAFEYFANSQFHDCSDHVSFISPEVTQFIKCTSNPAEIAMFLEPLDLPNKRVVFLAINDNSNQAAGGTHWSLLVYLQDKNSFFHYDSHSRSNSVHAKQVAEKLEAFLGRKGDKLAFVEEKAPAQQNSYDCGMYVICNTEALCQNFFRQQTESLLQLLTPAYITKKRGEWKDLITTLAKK
Numbers without * were called inactive; i = inactive; · = no result given.

SMILES	hIAP activ	NR3A LBD binder	PfG6PD inh	SENP1 inh	SENP6 inh	MPTP inh	ATG4B inh	SENP8 block
CC1CCc2c(sc3c2C2=NS(=O)(=O)CCN2C=N3)C1 (configuration not stated)	1.2	2	5	1	-14	3.6	-14	-8
CC(C)CC1C(=O)N(Cc2cn(CCC3OCCO3)nn2)CCS(=O)(=O)N1Cc1ccc(-c2ccncc2)cc1 (configuration not stated)	·	·	-1	2	·	-3.1	·	-18
Cc1ccc(N(CC(N)=O)C2SC(=O)N(Cc3ccccc3)C2=O)cc1 (configuration not stated)	0.92	0	2	2	7	-0.6	7	13
Cc1cc(C)cc(NC(=O)CN2CCN(c3ncccn3)CC2)c1	0.86	-2	1	3	6	0.8	4	15
CCOC(=O)N1CCN(S(=O)(=O)c2cc([N+](=O)[O-])c(C)cc2C)CC1	0.94	-1	-21	1	10	1.9	6	-26
O=C(O)c1ccc(NS(=O)(=O)c2ccc(Cl)cc2)cc1	0.9	0	-15	-2	11	-0.9	-4	12
COc1cc(C(=S)N2CCOCC2)ccc1O	0.95	-1	10	3	-39	-1.0	8	17
CC1NC(=O)c2cc3ccccc3cc2-n2c1nc1cc(Cl)ccc1c2=O (configuration not stated)	·	·	-6	-11	·	-0.9	·	-85
O=C(CN1CCN(Cc2ccccc2Cl)CC1)N/N=C/c1ccccn1	1.1	-2	1	0	-11	3.3	-5	15
Cn1c(=O)c2cc(S(=O)(=O)NC(C(=O)NCc3cccnc3)c3ccccc3)ccc2n(C)c1=O (configuration not stated)	0.92	-1	-4	0	-3	-0.3	-6	0
Cc1ccc(C)c(OCCC(=O)Nc2cccc(S(=O)(=O)N3CCCC3)c2)c1	0.94	-3	9	2	-15	-0.5	-3	0
O=S(=O)(c1ccc(Cl)s1)N1CCN(c2ncccn2)CC1	1.1	0	-11	2	-5	1.9	10	-5
Cc1cc2oc(=O)cc(CN3CCCc4ccccc43)c2cc1C	0.91	-1	2	-21	-13	-3.4	2	-100
CN(C)c1ccc(/C=C(/C#N)C(=O)Nc2nc3c(s2)CCN(Cc2ccccc2)C3)cc1	·	-6	-4	-34	·	2.0	-11	-40
CC(NC(=O)c1cc2ccccc2o1)c1ccccc1 (configuration not stated)	1.1	3	6	-1	-15	0.9	-11	1
Cn1c(=NC(=O)c2ccc3c(c2)OCCO3)sc2cc(S(C)(=O)=O)ccc21	1.2	2	-8	2	1	1.2	1	-415
CC(=O)C(/C=N/c1ncc(C(F)(F)F)cc1Cl)=C(\C)O	1.1	-1	-1	0	4	0.1	-2	14
Cc1cc(C)c(OCC(=O)N2CCN(c3ncc(C(F)(F)F)cc3Cl)CC2)c(C)c1	1.3	-1	9	-2	3	-0.4	-3	8
CC1=CCC(C(=O)N/N=C/c2cccs2)C(c2ccc(F)cc2)C1 (configuration not stated)	1	-8	-18	2	0	0.3	-12	38
O=C(/C=C/c1ccc2c(c1)OCO2)NCCSCc1cccc(Cl)c1	0.96	26*	-5	2	8	-17	1	-135
Cc1cc(OCC(=O)N2CCN(c3ccc(F)cc3)CC2)c2c(C)cc(=O)oc2c1	1	2	6	-2	-7	-1.0	-7	-18
O=C(Nc1ccccc1Cl)O/N=C/c1ccncc1	0.98	0	-10	1	-21	-0.5	-4	14
Cc1ccc(S(=O)(=O)N(C)c2cc(S(N)(=O)=O)c(C)cc2C)cc1	1.1	2	15	2	-2	0.1	17	10
CNC(=O)CC12CC3CC(CC(C3)C1)C2	0.84	0	-8	3	2	-1.0	-6	9
O=C(O)CCc1ccc(-c2cccs2)n1CC(=O)Nc1ccccc1C(F)(F)F	1.1	-3	1	-36	5	0.8	5	-149
O=C(Nc1ccc2c(c1)OCO2)C1CCN(S(=O)(=O)Cc2ccccc2)CC1	0.97	-1	16	-2	-21	1.3	-4	-11
CCOC(=O)C1(CCOC)CCN(Cc2cc3ccccc3s2)CC1	1.1	0	22	1	16	0.5	-10	16
CC(O)CNC12CC3CC(CC(C3)C1)C2 (configuration not stated)	1	1	9	0	-27	1.5	-6	3
Cc1noc(C)c1CSCC(=O)N(C)CC(=O)Nc1ccc(Cl)c(C(F)(F)F)c1	0.91	-2	26	1	5	-1.0	2	16
O=C(C(=O)N1CCCc2ccccc21)N1CCCc2ccccc21	0.85	-5	-5	-1	-20	0.8	-1	16
O=C(Nc1ccccc1)/C(=C\c1ccncc1)NC(=O)c1ccccc1	0.98	0	-9	1	4	-0.3	-7	6
O=[N+]([O-])c1ccc(N2CCN(C(=S)NCc3ccc(Cl)cc3)CC2)cc1	0.67	8	20	-18	1	30	-3	19
CCOC(=O)C(=CNc1cc(C)nn1C(C)(C)C)C(=O)OCC	1	-5	-13	2	-8	1.5	-3	-12
COc1ccc(/C=N/n2c(=O)[nH]c3c([nH]c4ccc(Br)cc43)c2=O)cc1CN1CCOCC1	0.93	3	-8	-1	2	4.3	-3	-51
CCCCc1c(C)nc2ccc(C)cc2c1SCCC(=O)O	0.99	-2	-20	2	5	-0.6	12	-15
COc1ccc(Nc2ncccc2C(=O)NCc2ccccc2)cc1	0.81	-33	0	-1	7	-1.4	-7	6
COC(=O)C1SCC2C(=O)N(Cc3ccccc3)CC(=O)N21 (configuration not stated)	0.82	0	-10	-1	3	-2.2	4	3
O=C(c1cc2cc(Br)cc(Br)c2oc1=O)N1CCCC1	1	-1	-13	-2	-9	1.2	-7	23
Cc1c(Cl)cccc1NC(=O)c1cccc(OC(F)F)c1	0.98	1	30	1	-9	23	7	8
COc1ccccc1CC(=O)Nc1ccc(-c2noc(COc3ccc(Br)cc3)n2)cc1	0.86	1	-3	2	-14	12	-7	11
COc1ccc(C)cc1NC(=O)c1ccc(NC(=O)CC2SC(N3CCCC3)=NC2=O)cc1 (configuration not stated)	1.2	-2	-8	0	-14	2.4	-10	21
Cc1nnc(SCC(=O)Nc2cc(C(F)(F)F)ccc2Cl)n1C	1	-1	0	10	15	0.5	2	5
Cc1nnc(SCC(=O)Nc2cc(S(=O)(=O)N3CCCC3)ccc2Cl)s1	1.1	0	-2	-3	10	-0.7	-7	6
Cc1ccccc1-c1cccc([C@@H]2C[C@H]3[C@H](CON3C)CN2Cc2ccccc2)c1	·	-1	1	3	·	-2.7	4	6
CCN(CC)S(=O)(=O)c1ccc(F)c(C(=O)NCCCN2CCOCC2)c1	0.86	-3	1	0	-6	-1.0	4	12
Cc1cc(C)c2c(c1)c1nnc(SCCN3CCCCC3)nc1n2C	0.96	-1	6	3	5	-0.4	0	21
NC(=O)c1ccc(NC(=O)COC(=O)c2cccc(Oc3ccccc3)c2)cc1	0.9	-4	3	-4	-1	2.1	-5	10
CCCCNC(=O)c1ccc(Cn2c(=S)[nH]c3c([nH]c4ccc(OC)cc43)c2=O)cc1	0.96	5	3	-3	8	5.9	-3	-212
CC1CCCCN1S(=O)(=O)c1ccc(-n2cnnn2)cc1 (configuration not stated)	1	-1	1	-1	-23	-0.7	-1	4
COc1ccc(NC2CCCN(C(=O)COc3ccc(Cl)cc3C)C2)cc1OC (configuration not stated)	1.1	0	52	-5	3	-2.0	-13	13
COc1ccc(/C=N/NC(=O)CCn2cnc3ccccc32)cc1	1.2	1	10	1	-3	2.4	0	18
O=C(COc1ccc(Cl)cc1)OCc1ccc(Cl)cc1	·	-1	21	4	·	-0.4	-1	-1
CCOC(=O)c1sc(NC(=O)C(CC)OC(=O)c2ccco2)nc1C (configuration not stated)	1	-6	-12	-1	-21	0.6	2	6
c1ccc(-c2nc(-c3ccco3)cs2)nc1	0.86	2	18	-6	4	3.4	3	-6
CC(C)CN(/C=N/c1sc2c(c1C#N)CCCCC2)CC(C)C	0.96	2	23	-59	-2	-0.5	-1	-158
COc1ccccc1N1CCN(Cc2nc(N)nc(Nc3ccccc3)n2)CC1	1	0	-9	-1	1	-0.4	-14	28
CC(=O)NCCOc1c(C)cc(S(N)(=O)=O)cc1C	1.1	2	-1	-1	-23	-8.4	1	20
CCN(CC)C(=O)COC(=O)C1=NN(c2cc(C)ccc2C)C(=O)CC1	1.2	2	-3	0	-8	-0.2	1	3
O=[N+]([O-])c1ccc(/C=N/n2c(C3CCCCC3)n[nH]c2=S)cc1	1.1	0	37	0	-16	3.6	-5	11
Cc1ccc(S(=O)(=O)N(Cc2ccc(Cl)cc2)c2ccccc2C(=O)NCc2ccco2)cc1	0.93	4	10	4	13	-0.8	-4	-2

Filtered by structure, the compounds so far containing a thiophene ring, fused or not.
SMILES	hIAP activ	NR3A LBD binder	PfG6PD inh	SENP1 inh	SENP6 inh	MPTP inh	ATG4B inh	SENP8 block
CC1CCc2c(sc3c2C2=NS(=O)(=O)CCN2C=N3)C1 (configuration not stated)	1.2	2	5	1	-14	3.6	-14	-8
O=S(=O)(c1ccc(Cl)s1)N1CCN(c2ncccn2)CC1	1.1	0	-11	2	-5	1.9	10	-5
CC1=CCC(C(=O)N/N=C/c2cccs2)C(c2ccc(F)cc2)C1 (configuration not stated)	1	-8	-18	2	0	0.3	-12	38
O=C(O)CCc1ccc(-c2cccs2)n1CC(=O)Nc1ccccc1C(F)(F)F	1.1	-3	1	-36	5	0.8	5	-149
CCOC(=O)C1(CCOC)CCN(Cc2cc3ccccc3s2)CC1	1.1	0	22	1	16	0.5	-10	16
CC(C)CN(/C=N/c1sc2c(c1C#N)CCCCC2)CC(C)C	0.96	2	23	-59	-2	-0.5	-1	-158

More structures follow.
SMILES	hIAP activ	NR3A LBD binder	PfG6PD inh	SENP1 inh	SENP6 inh	MPTP inh	ATG4B inh	SENP8 block
O=C(c1ccc(NS(=O)(=O)c2ccc(Cl)cc2)cc1)N1CCOCC1	1	-2	-12	0	-8	-1.4	3	10
CCOc1cc2[nH]c(=S)n(Cc3ccc(C(=O)NCCCN4CCOCC4)cc3)c(=O)c2cc1OCC	1.1	-1	39	0	-6	0.1	-1	5
Cc1nnc(SCC(=O)NC(C)(C)C)n1NCc1cccc(Br)c1	1.1	0	-5	0	13	0.9	-1	-1
C=C(C)Cn1c(SCC(=O)N/N=C/c2ccccc2OCC(=O)O)nnc1-c1ccc(Br)cc1	1.4	0	-38	3	-15	3.1	-4	8
CC[C@]12C(=O)N(C)C[C@H]([C@@H]3C(=O)N(Cc4ccccc4)C(=O)[C@@H]31)N2C(=O)c1ccc(C(C)(C)C)cc1	·	-1	9	-1	·	0.4	-9	3
Cc1ccc(C)c(NC(=O)CN(C)C(=O)c2cccc(N3C(=O)CCC3=O)c2)c1	1.2	-1	-3	2	-4	-2.1	-10	3
COc1ccccc1/C=N/NC(=O)c1ccc2c(c1)OCO2	1.1	1	-2	0	4	0.0	-3	1
Cc1ccc(-c2nn[nH]n2)o1	0.98	1	-5	-2	-6	0.3	-6	11
Nc1nc2nccc(-c3ccco3)n2n1	0.93	0	-3	-4	-24	-2.4	0	-376
Cc1c(C(=O)Nc2nccs2)oc2ccc(F)cc12	1	1	4	-1	-8	1.5	0	-75
COc1ccc(-c2n[nH]c(=S)o2)c(OC)c1	1.1	1	10	-3	7	-0.4	1	i
CCOC(=O)CN[C@H]1CCC2C3CC=C4C[C@@H](O)CC[C@]4(C)C3CC[C@@]21C (some centres not stated)	1.2	-2	-12	2	2	0.6	-3	20
CCc1nnc(NC(=O)c2cc(S(=O)(=O)N3CCOCC3)ccc2N2CCCCC2)s1	·	-7	6	-8	·	2.2	-11	-73
CC#CCC(CC#CC)c1nc2ccccc2c(=O)n1N	0.97	-7	-7	0	-11	0.0	0	3
COc1ccc2ccccc2c1/C=N/NC(=O)c1nnn(-c2nonc2N)c1C(C)C	0.93	13*	42	1	-6	2.6	-36	-65
CCOc1ccc(-c2csc(C3COc4ccccc4O3)n2)cc1 (configuration not stated)	1.2	-6	-10	1	11	-0.5	2	20
